BLM helicase inh – Bloom syndrome helicase (human) inhibition. recombinant BLM DNA unwinding, fluorescence dequenching. hit rate 0.2% among 350,000. Potency, µM (titrated, usually from 56.1 µM), for inactives: at the top dose activity change, negative = inhibition, hits mostly inhibitors;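 further: potency means the concentration at half of the fitted maximal effect; plate controls were vehicle for no effect and no enzyme for full effect; nearly all actives have a fitted effect of over 35% in size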
Pol eta inh – blocks human DNA polymerase eta activity. Q9Y253. recombinant Pol eta, fluorescent DNA replication assay. Potency, µM (titrated, usually from 114 µM), for inactives: at the highest dose activity change, negative = inhibition, usual class: inhibitors. hit rate 1.2% among 390,000. AID 588591; further: potency means the concentration at half of the fitted maximal effect; on the % scale 0 is the no-effect control and ±100 the full control effect
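Pol eta (10 nM) was preincubated with compounds for 15 min at room temperature, after which fluorescent replication substrate (50 nM final) was added to start the reaction. Fluorescence was read kinetically at 0 and 10 min.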
Pol beta inh – DNA polymerase beta (human) inhibition; P06746; Pol beta primer extension/strand displacement, fluorescence kinetic; Potency, µM (series often up to 114 µM), for the others: at the highest dose activity change, negative = inhibition, usual class: inhibitors; hit rate 1.3% among 340,000; further: potency means the concentration at half of the fitted maximal effect; on the % scale 0 is the no-effect control and ±100 the full control effect
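Kinetic readout of DNA synthesis with strand displacement by Pol beta. Compound and 10 nM enzyme sit 15 min at room temperature; 50 nM substrate starts the reaction, read immediately and at 10 min.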
LDHA inh – inhibitors of human lactate dehydrogenase A; P00338; AID 1347041; activity change, % (values are at about 110 or 230 µM); purified LDHA, NADH/diaphorase-resazurin fluorescence; active compounds read low; hit rate 0.15% among 480,000; in the data active means activity change below about -30%; inconclusive means mostly about -25% to -30%;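 further: plate controls were DMSO wells for no effect and wells without enzyme for full effect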
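Resorufin fluorescence (ex540/em590), read at 0 and 20 min after diaphorase/resazurin addition, reports the NADH left after a 5 min room-temperature reaction of 2 nM human LDH5 with 0.06 mM NADH and 0.2 mM pyruvate.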
Anesthetic bind – binds horse apoferritin like a general anesthetic | hit rate 0.074% among 350,000 | apoferritin/1-aminoanthracene competitive binding, fluorescence | AID 485281 | Potency, µM (series often up to 77.5 µM), for the others: top-dose activity change, negative = displacement, hits mostly inhibitors | P02791; further: potency means the concentration at half of the fitted maximal effect; on the % scale 0 is the no-effect control and ±100 the full control effect; nearly all actives have a fitted effect of over 20% in size
Target sequence (P02791 2-175 limits assumed): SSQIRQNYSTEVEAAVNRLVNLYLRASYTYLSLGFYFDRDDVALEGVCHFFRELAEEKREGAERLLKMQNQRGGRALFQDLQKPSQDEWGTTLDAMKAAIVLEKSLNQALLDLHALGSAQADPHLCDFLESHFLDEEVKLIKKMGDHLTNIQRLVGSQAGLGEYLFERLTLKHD
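Horse-spleen apoferritin (10 uM) was mixed with 50% saturated 1-aminoanthracene in PBS, exposed to compounds for 10 min at room temperature, and read for fluorescence (ex 380 nm, em 535 nm). Competitive displacement was fitted with a four-parameter Hill equation.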
Pol kappa inh – blocks human DNA polymerase kappa activity; Q9UBT6; purified Pol kappa, fluorescent DNA synthesis assay, 10 min; Potency, µM (titrated, usually from 107 µM), for the others: at the top dose activity, negative = inhibition, most hits filed as inhibitors; hit rate 0.53% among 400,000; AID 588579; further: potency means the concentration at half of the fitted maximal effect; on the % scale 0 is the no-effect control and ±100 the full control effect
Target sequence (Q9UBT6 whole entry, looked up): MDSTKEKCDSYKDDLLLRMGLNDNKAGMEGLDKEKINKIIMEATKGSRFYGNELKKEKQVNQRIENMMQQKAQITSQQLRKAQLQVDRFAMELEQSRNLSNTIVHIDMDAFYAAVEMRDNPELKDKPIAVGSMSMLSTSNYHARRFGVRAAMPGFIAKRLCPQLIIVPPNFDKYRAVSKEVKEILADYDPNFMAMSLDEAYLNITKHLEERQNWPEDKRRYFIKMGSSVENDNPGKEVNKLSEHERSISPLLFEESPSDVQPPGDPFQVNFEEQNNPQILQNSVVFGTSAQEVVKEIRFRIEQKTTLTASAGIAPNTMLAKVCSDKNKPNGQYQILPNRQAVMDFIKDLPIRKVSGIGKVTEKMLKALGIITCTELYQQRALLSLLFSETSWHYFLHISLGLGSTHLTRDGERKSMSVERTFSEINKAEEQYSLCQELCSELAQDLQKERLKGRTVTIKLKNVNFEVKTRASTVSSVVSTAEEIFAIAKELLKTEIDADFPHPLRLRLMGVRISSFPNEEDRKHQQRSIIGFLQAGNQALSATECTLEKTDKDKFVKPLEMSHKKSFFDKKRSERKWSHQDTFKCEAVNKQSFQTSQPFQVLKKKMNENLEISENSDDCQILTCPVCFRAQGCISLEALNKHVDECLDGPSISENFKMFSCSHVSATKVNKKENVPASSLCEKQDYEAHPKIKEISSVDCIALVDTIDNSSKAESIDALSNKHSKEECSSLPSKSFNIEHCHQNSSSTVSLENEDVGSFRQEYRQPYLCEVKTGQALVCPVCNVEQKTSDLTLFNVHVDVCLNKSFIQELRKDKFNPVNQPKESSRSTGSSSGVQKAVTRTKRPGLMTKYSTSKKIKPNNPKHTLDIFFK
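10 nM Pol kappa was preincubated with compounds for 15 min at room temperature. Reaction started with 50 nM (final) substrate. Fluorescence read kinetically at 0 and 10 min.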
APEX1 inh – inhibitors of human APE1 endonuclease; P27695; Potency, µM (doses to about 65.8 µM), for the others: at the highest dose activity change, negative = inhibition, hits mostly inhibitors; recombinant APE1, TAMRA/BHQ-2 abasic DNA cleavage fluorescence; hit rate 0.35% among 350,000;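 further: potency means the concentration at half of the fitted maximal effect; plate controls were vehicle for no effect and reference inhibitor for full effect; nearly all actives have a fitted effect of over 55% in size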
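Substrate: short duplex with […] THF abasic site, 5'-TAMRA and 3'-BHQ-2, 50 nM final. APE1 at 0.75 nM, preincubated 15 min RT with compound. Fluorescence increase from first to third read measured activity.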
GRP78 ERSR act – ER stress response induction in glioma; Potency, µM, inactives show at the highest dose activation, actives largely listed as activators; hit rate 0.02% among 420,000; U87-MG GRP78 promoter luciferase reporter, 16 h; further: potency means the concentration at half of the fitted maximal effect; series mostly up to about 76 µM; % of control where 0% means no effect; nearly all actives have a fitted effect of over 35% in size
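Stably transfected U87-MG glioma cells carrying a GRP78-based luciferase sensor; 16 h compound incubation. Luminescence end-point read 10 min after Bright-Glo addition at room temperature.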
Pol iota inh – DNA polymerase iota (human) inhibition; hit rate 1% among 390,000; Potency, µM (doses to about 115 µM), for the others: at the highest dose activity, negative = inhibition, actives largely listed as inhibitors; Pol iota fluorescent replication assay, 10 min; further: potency means the concentration at half of the fitted maximal effect
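Fluorescent replication assay read twice, at 0 min and 10 min after adding 50 nM (final) substrate. Enzyme (10 nM) and compounds were first incubated 15 min at room temperature; enzyme-free buffer wells were negative controls.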
The depositor's hits bear a star; ? = inconclusive; · = no result given; & = joins results of further samples; [ ] = dose if it differs, or a comment. Unless noted, the call rests on the fitted dose curve; in most records, active means well fitted curve in the direction sought with a large enough effect; inconclusive means small, poorly fitted or top-dose-only effect, or another doubt; inactive means no such curve, though single readings can be large; an effect the other way counts as inactive or inconclusive.

SMILES | BLM helicase inh | Pol eta inh | Pol beta inh | LDHA inh | Anesthetic bind | Pol kappa inh | APEX1 inh | GRP78 ERSR act | Pol iota inh
CCCOc1ccc(-c2nc(OCC)c3ccccc3n2)cc1 | -2% | -17% | 6% | 5 | -3% | -6% | 1% | -2% | 30%[activator]
CNc1cc(-c2ccccc2C)ncn1 | 2% | · | · | · | · | 5%[60.1 µM] | 2% | -1% | ·
CC(=O)c1cccc(NC(=O)NC2CCCc3ccccc32)c1 (stereo unspecified) | -7% | -1% | -24% | -4 | ? | -16% | 8% | 1% | -3%
O=C1COc2ccc(C(=O)COC(=O)CCc3ccc(S(=O)(=O)N4CCOCC4)cc3)cc2N1 | 2% | -15% | 9% | 0 | -5% | -11% | 6% | -4% | 12%
CC(=O)OCC1OC(OCc2cn(C[C@H]3CC[C@H](Cn4cc(COC5OC(COC(C)=O)C(OC(C)=O)C(OC(C)=O)C5OC(C)=O)nn4)O3)nn2)C(OC(C)=O)C(OC(C)=O)C1OC(C)=O (stereo partly specified) | 3% | 8% | 9% | -1 | -2% | -3% | 7% | -2% | 31%[activator]
COCCn1c(-c2ccccc2)cnc1N | 3% | 4% | 4% | 5 | -16% | -20% | 11% | -3% | 19%
CCCCN1C(=O)C(=O)N(CC(=O)c2cc(C)n(-c3cc(C)on3)c2C)C1=O | · | -13% | · | -8 | · | -17% | 16% | -1% | -16%
Cc1ccc(C23CC4CC(CC(CC(=O)NC(C)(C)CO)(C4)C2)C3)cc1 | -12% | -15% | 24% | 0 | 3% | 6% | -5% | 0% | -27%
CCc1ccc(NS(=O)(=O)c2cc3c4c(c2)CCN4C(=O)CC3)cc1 | · | -11% | · | 1 | · | -7% | 10% | -3% | 30%
O=C(O)CCc1c(C(=O)O)[nH]c2cc(Cl)cc(Cl)c12 | -2% | · | · | · | 0% | 3%[60.1 µM] | -1% | -1% | ·
CC1CCCCN1C(=O)Cn1c(=O)n(C2CCCCC2)c(=O)c2ccccc21 (stereo unspecified) | 5% | -7% | -2% | -6 | -6% | -3% | 1% | -4% | -3%
O=C(Cc1ccc2c(c1)OCCO2)c1c(O)cc(O)cc1O | -7% | 7% | 16% | -2 | -19% | -2% | -6% | 5% | ?

The final 2 records of the section before open the next one.
SMILES | BLM helicase inh | Pol eta inh | Pol beta inh | LDHA inh | Anesthetic bind | Pol kappa inh | APEX1 inh | GRP78 ERSR act | Pol iota inh
CC1CCCCN1C(=O)Cn1c(=O)n(C2CCCCC2)c(=O)c2ccccc21 (stereo unspecified) | 5% | -7% | -2% | -6 | -6% | -3% | 1% | -4% | -3%
O=C(Cc1ccc2c(c1)OCCO2)c1c(O)cc(O)cc1O | -7% | 7% | 16% | -2 | -19% | -2% | -6% | 5% | ?
COc1cc(O)c(C(CCN2CCCC(C)C2)c2cc(OC)c(OC)c(OC)c2)c(OC)c1 (stereo unspecified) | 0%&1% | -3% | -1% | 1 | -6%&-4% | -3%&10% | 0%&2% | -3%&-3% | -6%&39%
COC(=O)c1ccc(COc2ccc(/C=N/O)cc2)o1 | -2% | -6% | -3% | -1 | -10% | 4% | 13% | -2% | -10%
CC[C@@H]1CC=C[C@H]2[C@H]1C(=O)N(Cc1ccccc1)[C@H]2c1ccc(OC)c(Cl)c1 | -11% | -12% | -10% | 1 | 50%[activator] | 10% | 0% | -5% | -7%
CC1(C)CC(=O)C(C=NCCN2CCN(CCCCS(=O)(=O)O)CC2)=C(O)C1 | 1% | -5% | -6% | 6 | -3% | -9% | -2% | -11% | 8%
COc1cc(CCC(=O)OCC(=O)Nc2ccccc2OC(F)F)cc(OC)c1OC | -8% | -10% | -9% | -7 | -6% | -4% | -2% | -5% | 51%[activator]
Cc1csc(-c2nc3ccccc3n2C)n1 | -15% | · | · | · | · | -5%[19.4 µM] | 0% | 7% | ·
Nn1c(SCc2ccc(Br)cc2)nnc1-c1ccncc1 | -3% | ? | 4% | -5 | -8% | 1% | 3% | 1% | 8%
CCCNC(=O)c1ccc(Cn2c(=O)c3cccn3c3cccnc32)cc1 | 3% | -10% | -17% | 5 | 2% | -8% | · | -2% | -4%
O=C(c1ccc(Cl)cc1)N1CCC(O)(CSc2ccc(Cl)cc2Cl)CC1 | -13% | ? | -1% | 2 | -5% | -5% | -10% | -4% | 5%
O=S(=O)(NC1C2CC3CC(C2)CC1C3)c1ccc(F)cc1 (stereo unspecified) | · | -18% | · | -6 | · | -11% | 4% | -4% | 30%[activator]
O=C1NN(c2ccccc2)C(=O)/C1=C\c1cccc(OC(=O)c2cccs2)c1 | -5% | 28µM* | 28µM* | 8 | ? | -28% | -1% | -2% | ?
CCOc1ccc(C(Nc2ccc(C)cc2)P2(=O)OCCC(C)O2)cc1 (stereo unspecified) | -7% | -20% | 0% | -2 | ? | -4% | ? | 5% | 0%
O=C(C[n+]1cc(-c2ccccc2)n2c1CCC2)Nc1nc(-c2ccc(F)cc2)cs1 | -1% | -3% | 1% | -9 | ? | -11% | 2% | 0% | -3%
CCN(CC)CCN(C(=O)c1ccc(Br)s1)c1nc2cc3c(cc2s1)OCO3 | -4% | -12% | 27% | -2 | -7% | 3% | -3% | -2% | 18%
CCOc1ccc(OCCC(=O)N2CCN(S(=O)(=O)c3ccc(OCC)cc3)CC2)cc1 | -2% | -8% | 15% | -9 | -7% | -16% | -30% | -1% | -2%
CCOc1cc(/C=C2\SC(=S)N(C(C(=O)O)c3ccccc3)C2=O)ccc1O (stereo unspecified) | ? | ? | ? | -4 | 2% | ? | 12% | -3% | 28µM*
S=C(NCCc1ccccc1)NCC1CCCO1 (stereo unspecified) | 1% | -7% | 30% | 1 | -3% | -3% | 14% | 3% | 16%
COc1cccc(N=CNc2cccc(OC)c2)c1 | · | -3% | · | 12 | · | -2% | · | 4% | 95%[activator]
Cc1ccccc1-c1nn[nH]n1 | -2% | 1% | 11% | -3 | 2% | -12% | -3% | -4% | 6%
Cc1cc(NC(=O)c2cc(C(C)C)on2)no1 | -1% | 0% | 4% | -7 | 5% | 3% | 3% | 0% | ?
CS(=O)(=O)N(CC(=O)Nc1ccccc1C(=O)N1CCOCC1)c1ccc(Cl)cc1 | -1% | -7% | 7% | -13 | 8% | -16% | 4% | -4% | -4%
Cc1cc(=O)oc2cc(NC(=O)c3cc(F)ccc3F)ccc12 | · | -2% | · | -12 | · | -23% | ? | 3% | 3%
COc1ccc(CN(CC2CCCO2)C(=O)c2cc3ccccc3oc2=O)cc1 (stereo unspecified) | -4% | -9% | 4% | -1 | -14% | 1% | -2% | -2% | 23%
CCN1CCN(c2cc3nc(C)n(Cc4ccccc4)c(=O)c3cc2NC(=O)c2ccccc2F)CC1 | -1% | 1% | ? | -3 | -21% | -9% | 0% | -3% | ?
COc1c(C)cc(Br)cc1C(=O)Nc1cccc(-c2nc3ncccc3o2)c1 | -4% | -8% | -2% | -9 | -18% | -17% | -2% | -4% | -10%
Cc1c(C(=O)N(Cc2nccn2C)C(C)C)oc2c(F)cccc12 | -1% | -19% | 29% | -2 | -12% | 1% | 43% | 6% | 27%
O=C(CNC(=S)N(CCCN1CCOCC1)Cc1cccs1)NC1CCCC1 | -9% | -10% | 26% | 0 | -6% | 2% | 1% | 0% | -8%
CC(C)(C)N1OC2CC1c1nc3ccccc3n1C2 (stereo unspecified) | 0% | -9% | 22% | -1 | 6% | 8% | 17% | -2% | 7%

Structural class, the entries above with a carbonyl joined to an NH by a bond outside any ring (eleven)
SMILES | BLM helicase inh | Pol eta inh | Pol beta inh | LDHA inh | Anesthetic bind | Pol kappa inh | APEX1 inh | GRP78 ERSR act | Pol iota inh
CC(=O)c1cccc(NC(=O)NC2CCCc3ccccc32)c1 (stereo unspecified) | -7% | -1% | -24% | -4 | ? | -16% | 8% | 1% | -3%
Cc1ccc(C23CC4CC(CC(CC(=O)NC(C)(C)CO)(C4)C2)C3)cc1 | -12% | -15% | 24% | 0 | 3% | 6% | -5% | 0% | -27%
COc1cc(CCC(=O)OCC(=O)Nc2ccccc2OC(F)F)cc(OC)c1OC | -8% | -10% | -9% | -7 | -6% | -4% | -2% | -5% | 51%[activator]
CCCNC(=O)c1ccc(Cn2c(=O)c3cccn3c3cccnc32)cc1 | 3% | -10% | -17% | 5 | 2% | -8% | · | -2% | -4%
O=C(C[n+]1cc(-c2ccccc2)n2c1CCC2)Nc1nc(-c2ccc(F)cc2)cs1 | -1% | -3% | 1% | -9 | ? | -11% | 2% | 0% | -3%
Cc1cc(NC(=O)c2cc(C(C)C)on2)no1 | -1% | 0% | 4% | -7 | 5% | 3% | 3% | 0% | ?
CS(=O)(=O)N(CC(=O)Nc1ccccc1C(=O)N1CCOCC1)c1ccc(Cl)cc1 | -1% | -7% | 7% | -13 | 8% | -16% | 4% | -4% | -4%
Cc1cc(=O)oc2cc(NC(=O)c3cc(F)ccc3F)ccc12 | · | -2% | · | -12 | · | -23% | ? | 3% | 3%
CCN1CCN(c2cc3nc(C)n(Cc4ccccc4)c(=O)c3cc2NC(=O)c2ccccc2F)CC1 | -1% | 1% | ? | -3 | -21% | -9% | 0% | -3% | ?
COc1c(C)cc(Br)cc1C(=O)Nc1cccc(-c2nc3ncccc3o2)c1 | -4% | -8% | -2% | -9 | -18% | -17% | -2% | -4% | -10%
O=C(CNC(=S)N(CCCN1CCOCC1)Cc1cccs1)NC1CCCC1 | -9% | -10% | 26% | 0 | -6% | 2% | 1% | 0% | -8%

An excerpt; count on the stated rates, not on these rows.
